CSM14.1 death rescue – rescue of cells from ER stress-induced death, primary screen, 384-well, CSM14.1, thapsigargin, ATP luminescence (AID 1222) | CSM14.1 thapsigargin-induced death rescue, ATP luminescence; higher % means a stronger effect | cellular ATP content (survival), % at 20 µM; hits with a dose series show EC50 in µM | 190,000 tested, under 10 active;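 active = EC50 below 50 µM in the dose-response confirmation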;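 also: death triggered by thapsigargin at about 15 µM added after 2 h compound pretreatment; cell ATP read after overnight thapsigargin exposure of roughly 18 to 22 hours; normalized against plate controls of thapsigargin alone and 5% DMSO vehicle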
Dynein cargo inh – blocks dynein driven cargo transport along microtubules. 3617.4 mouse cells, GR-EGFP nuclear translocation imaging; test concentration mostly 20 µM; stimulated with dexamethasone, 1 µM; stronger effect = lower value. 220,000 tested, 0.47% active. AID 1381. z-score, hits read low;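 active = plate z-score of nuclear minus cytoplasmic receptor signal below a set negative limit, without overly bright fluorescence or cell loss, cut at about -3.5 in these data, passing the limit was not always enough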;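 also: z-score of nuclear minus cytoplasmic ring GR-EGFP intensity difference per well; some compounds called inactive have numbers as strong as hits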
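medium = tetracycline-free induction medium containing charcoal-stripped FBS | also added = 1.0 µM final dexamethasone stimulus | schedule = 48 h induction, 1 h compound, 30 min dex at 37 °C | technique = fixed, Hoechst-stained cells imaged at 10x for EGFP | measure = GR-EGFP nuclear translocation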
Insulin prom up – MIN6 insulin promoter up-regulation; z-score at 5 µM; AID 1625; 190,000 tested, 0.3% active; MIN6 insulin promoter-GFP reporter, high-content imaging; stronger effect = higher value;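 active = z-score above 3 at 5 µM with at least 500 cells counted in the well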
MT stabilizer – microtubule stabilizers in HeLa cells; HeLa tubulin immunostaining HCS, 24 h; share of cells brighter than vehicle mean+2SD; % tubulin-high responders, % at 10 µM; 200,000 tested, 0.83% active;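 active = plate Z-score above 3 for both tubulin-high and condensed-nucleus cell shares, with cell loss under 80%, at 10 µM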;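 also: anti alpha tubulin signal scored within the nucleus-defined area of each cell; some results filed as inactive read as strong as hits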
Autophagy HCS – alters autophagy in cells | 190,000 tested, 0.98% active | calls only at 10 µM (by protocol) | MEF GFP-LC3 puncta imaging; test concentration mostly 10 µM | AID 463193;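 active = percentage of spot-positive cells more than 3 SD above its plate mean, without a fluorescence outlier flag or 80% toxicity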;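 also: spot-positive cell cutoff set from DMSO-treated cells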
b-catenin transl – modulators of beta-catenin nuclear translocation; HeLa beta-catenin nuclear translocation, immunofluorescence imaging; nuclear translocation activity, % at 5 µM; 190,000 tested, 0.3% active; AID 1665;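 active = nuclear translocation activity above 50% at 5 µM, with a well cell count of 50 or more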;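 also: per-cell ratio of nuclear to cytoplasmic median beta-catenin stain intensity; plate controls were DMSO negative control for no effect and GSK-3 inhibitor IX positive control for full effect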
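Test system: HeLa cells, endogenous beta-catenin; Compound: single 5 µM dose plus 0.02–20 µM confirmation series; Times: compound exposure 24 h at 37°C; Signal: fluorescence imaging of beta-catenin antibody stain plus DAPI; Read-out: % activation, nuclear-to-cytoplasmic median beta-catenin signal ratio per cell.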
Lipid droplet – hepatic lipid droplet formation modulation; AML12 mouse hepatocytes, oleate lipid droplets, BODIPY imaging; inhibition, % at 6.5 µM; 240,000 tested, 0.4% active; AID 1656;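 active = lipid droplet intensity inhibited by at least 50%, with more than 500 cells counted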
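Material – AML12 mouse liver cells · Also added – oleate loading, 100 µM · Compound dosing – 6.5 µM single-point dosing · Times – overnight treatment with compound plus oleate · Measured by – fluorescence imaging, 20x objective, two fields per well · Read-out – percent inhibition of filter-corrected integrated lipid droplet intensity per well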
T cell modulator – T cell immune modulators affecting CD8 T cell-vesicle binding; calls only at 7 µM; 2C CD8+ T cell-vesicle binding, flow cytometry; stronger effect = lower value; 330,000 tested, 0.068% active;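 active = response, share of CD8 T cells binding vesicles, and their 90th percentile fluorescence all below set limits, cut at about 80% in these data, passing the limit was not always enough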
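Assay system – 2C mouse CD8+ T cells · Also added – QL9-loaded Drosophila micro-vesicles · Timing – Cell–vesicle co-incubation 1.5 h at 37 °C, staining 20 min on ice · Signal – flow cytometry of vesicle-bound cells · Measure – percent CD8+ FL2 mean versus row control · Controls – Peptide-free naked vesicles (low) and QL9 vesicles with 0.7% DMSO vehicle (high)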
Salmonella PhoP GFP – inhibitors of PhoP regulon expression, primary screen, Salmonella Typhimurium, GFP reporter (AID 1863); S. Typhimurium PhoP-regulated promoter GFP reporter, 4 h; higher % means a stronger effect; inhibition, % at 50 µM; hits with a dose series show IC50 in µM; 300,000 tested, 0.16% active;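 active = inhibition over 29.93%, a cutoff 3 SD above the screen mean, later confirmed by dose response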;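 also: 0% = low Mg2+ inducing control and 100% = high Mg2+ repressing control; strong numbers were not always called active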
Dynein cargo inh cytoplasmic EGFP – recorded beside Dynein cargo inh, whose call it bears; z-score; measured here: cytoplasmic GR-EGFP intensity; stronger effect = higher value
Dynein cargo inh nuclear GR-EGFP – also measured in Dynein cargo inh; calls as there; z-score; measured here: nuclear GR-EGFP intensity;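 lower value marks the stronger effect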
Dynein cargo inh cell count – further read-out of Dynein cargo inh, marked with its call; z-score; measured here: cell count per field
Insulin prom up cell count – also measured in Insulin prom up; calls as there; cell count; measured here: cytotoxicity, nuclei count;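 total cells summed across four imaged fields per well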
Lipid droplet cells 6.5 µM – also measured in Lipid droplet; calls as there; cell count; measured here: cell count, cytotoxicity flag;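 cells counted across two imaged fields per well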
b-catenin transl cell count 5 µM – recorded beside b-catenin transl, whose call it bears; cell count; measured here: cell count, cytotoxicity flag
T cell modulator vesicle-bound % – further read-out of T cell modulator, marked with its call; double positive events, %; measured here: CD8+ vesicle-bound cell fraction;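 binding gate set so that unloaded-vesicle control wells show 10% double positive cells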
MT stabilizer Hoechst-high % – second read-out of MT stabilizer, no call of its own (marks repeat the call); % Hoechst-high responders; measured here: nuclear condensation Hoechst responders;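 share of cells brighter than vehicle mean plus two SD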
MT stabilizer cytotoxicity % – second read-out of MT stabilizer, no call of its own (marks repeat the call); toxicity, %; measured here: cytotoxicity by cell density;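 0% = mean cell density of plate MIN control wells and 100% = no cells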
Autophagy HCS cell loss 18 h – recorded beside Autophagy HCS, whose call it bears; toxicity, %; measured here: cell loss, nuclei count;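 cell loss after 18 h compound exposure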
The depositor's hits bear a star; i = inactive; nt = not tested or not shown.

Order of values: Autophagy HCS cell loss 18 h	Lipid droplet	T cell modulator	Lipid droplet cells 6.5 µM	Dynein cargo inh	MT stabilizer	Dynein cargo inh nuclear GR-EGFP	T cell modulator vesicle-bound %	CSM14.1 death rescue	Autophagy HCS	b-catenin transl	Insulin prom up cell count	Insulin prom up	Dynein cargo inh cytoplasmic EGFP	Dynein cargo inh cell count	MT stabilizer cytotoxicity %	MT stabilizer Hoechst-high %	b-catenin transl cell count 5 µM	Salmonella PhoP GFP
#1 Cc1sc(NC(=O)c2ccccc2)c(C(=O)c2ccccc2)c1C
 : 5	11	i	675	-0.49	2.0	-0.49	24	2.2%	i	-0.6	1299	-0.1	-0.3	0.13	3.5	1.6	915	6%
#2 CCOC(=O)C1CCN(S(=O)(=O)c2cccc(-c3cn4cc(C)ccc4n3)c2)CC1
 : 5	nt	i	nt	-0.17	3.3	-0.25	11	-0.4%	i	-0.1	1656	0.65	-0.21	-0.071	8.4	1.7	1284	-4%
#3 Cc1cc(C)nc(N2CCN(c3nc(C)cc(C)n3)CC2)n1
 : -4	nt	nt	nt	-0.76	1.8	-0.33	nt	-1.3%	i	0.1	1348	-0.24	-0.2	0.18	3.3	1.3	1108	-3%
#4 CN(C)C(=S)Nc1cccc(C(F)(F)F)c1
 : nt	11	i	733	-0.58	nt	-0.29	24	nt	nt	-0.1	1306	0	-0.27	0.51	nt	nt	1353	-10%
#5 Cc1c(C(=O)N2CCCC2)oc2c1-c1[nH]ncc1CC2
 : -40	2	i	787	0.24	4.6	0.89	18	-3.0%	i	-3.8	1133	-0.4	-0.26	-0.18	9.4	1.8	544	-2%
#6 CCOC(=O)c1c(N)sc2c(NC(C)=O)cccc12
 : 24	nt	i	nt	-0.21	2.7	0.2	30	-0.9%	i	0.5	1638	-0.02	-0.43	0.18	0.2	2.5	936	-3%
#7 O=C(CC12CC3CC(CC(C3)C1)C2)Nc1ccccc1N1CCOCC1
 : 16	-2	i	683	-0.46	4.6	-0.54	21	0.2%	i	-1.9	1375	0.37	-0.21	0.79	3.9	1.7	1001	12%
#8 CC1(C)C2CCC1(C)C(OC(=O)CC(=O)O)C2 (stereo unspecified)
 : -8	-15	i	685	-0.34	2.9	-0.79	47	2.4%	i	-1.3	nt	nt	-0.26	1.6	5.6	1.9	1058	-6%
#9 CCc1ccccc1NC(=O)Nc1cccs1
 : 6	15	i	674	-1.5	2.2	-0.67	52	0.2%	i	-0.7	nt	nt	-0.31	0.92	0.3	1.9	1073	0%
#10 CSc1ccc(NC(=O)c2cccnc2)cc1C#N
 : 9	9	i	717	0.44	23	0.49	60	0.0%	i	-1.1	1589	-0.02	-0.32	-0.18	44	0.7	997	1%
#11 COc1ccc([N+](=O)[O-])cc1C1NN=C(c2cccc3ccccc23)S1 (stereo unspecified)
 : -1	21	i	784	-0.12	1.8	0.062	33	-2.9%	i	-5.0	1047	-1.3	-0.25	0.22	7.7	2.1	1194	0%
#12 C/C(=N/NC(=O)Nc1ccccc1)c1ccc(C)cc1
 : 5	2	i	599	-0.4	1.9	-0.66	17	-0.2%	i	0.0	1345	0.49	-0.32	0.76	6.0	3.7	549	-9%
#13 COc1cccc(N2CCN(Cc3nc4scc(-c5ccccc5)c4c(=O)[nH]3)CC2)c1
 : 17	17	i	659	-0.7	15*	-0.33	37	-2.3%	i	8.3	1355	-0.3	-0.22	0.11	57*	28*	913	-23%
#14 O=C1CC(c2ccccc2Oc2cccc(Cl)c2)C(n2cncn2)C(=O)C1C1NCCc2ccccc21 (stereo unspecified)
 : nt	28	i	647	-0.16	nt	-0.28	45	nt	nt	-0.4	1080	2.1	-0.68	-0.066	nt	nt	1354	nt
#15 CCOC(=O)COc1nc(N(C)C)nc(N(C)C)n1
 : 3	nt	i	nt	-0.36	3.7	-0.0023	43	-3.3%	i	-1.7	1297	0.83	0.59	-0.3	4.0	4.3	1150	-3%
#16 Cn1c(=O)n(Cc2ccccc2F)c(=O)c2c1nc1n2CCCN1CCc1ccccc1
 : 11	nt	i	nt	-0.49	3.2	0.069	9	-0.4%	i	-5.5	1409	-1.2	-0.23	0.32	7.3	2.9	978	-11%
#17 O=C(CSc1nnnn1Cc1ccccc1)c1ccc(F)cc1
 : nt	5	i	711	0.6	nt	1.2	28	nt	nt	1.3	989	-0.14	-0.077	-0.85	nt	nt	1349	4%
#18 COc1cccc(C2=NOC(C(=O)Nc3cccnc3Cl)C2)c1 (stereo unspecified)
 : -10	5	i	725	-1.1	2.6	-0.69	42	0.5%	i	-2.7	1287	-0.75	1.2	0.33	3.6	2.2	1101	3%
#19 COc1ccc(C(=O)/C=C/c2ccc(C)cc2)c(OC(=O)c2ccc([N+](=O)[O-])cc2)c1
 : -25	-12	i	636	-0.72	3.1	-0.58	41	-1.4%	i	-1.3	1857	-0.02	-0.14	0.26	2.3	2.5	1044	-5%
#20 Cc1ccc(NC(=O)N2CCSc3ccccc32)cc1
 : -4	-22	i	683	-0.13	3.6	0.2	28	0.0%	i	1.1	1348	0.33	-0.28	0.11	21	1.9	1064	2%
#21 COc1ccc(N2CCN(C(=O)CSc3nnc(Cn4nnc5ccccc54)n3C)CC2)cc1
 : 5	-33	i	681	0.71	2.4	0.74	29	nt	i	nt	1418	0.58	-0.26	0.69	9.2	1.8	nt	-4%
#22 CCOc1ccc(NC(=O)CN2CCN(CC(=O)Nc3cccc(F)c3)CC2)cc1
 : 18	-10	i	652	-0.32	2.7	0.25	22	-2.7%	i	nt	1291	0.36	-0.15	0.2	7.4	2.3	nt	3%
#23 COC(=O)C1=C(C)N(C)C(=O)/C1=C\c1cccs1
 : 7	-7	i	640	-1.1	4.1	-0.97	37	-2.1%	i	1.3	nt	nt	-0.17	1.2	4.0	2.8	965	2%
#24 Cc1ccc(-c2nc(CN(Cc3cnn(C)c3)C(C)C)c(C)o2)o1
 : 18	-8	i	732	0.36	3.8	0.064	7	0.4%	i	-0.4	1505	1.9	0.41	-0.57	4.7	1.8	1031	-2%
#25 COc1cc2c3nnc(-c4ccccc4)c-3cn(Cc3ccc(F)cc3)c2cc1OC
 : 41	0	i	663	0.83	2.8	0.94	46	-1.8%	i	-4.2	1349	-1.4	-0.18	-0.45	2.1	3.3	1118	-24%
#26 CCOc1ccccc1Nc1ccc(C(=O)O)cc1NC(C)=O
 : 14	10	i	738	0.4	1.7	0.79	13	-2.5%	i	nt	1199	0.86	-0.17	-0.56	9.6	2.4	nt	7%
#27 CCCCN1C(=O)C(NC(=O)c2cccnc2)(C(F)(F)F)C2=C1CC(C)(C)CC2=O (stereo unspecified)
 : -5	nt	i	nt	-0.57	3.1	-0.93	29	-2.1%	i	0.0	1596	0.11	-0.19	1	2.7	1.4	1370	6%
#28 CCOC(=O)/C(=N\Nc1ccc(Br)cc1)N1CCN(c2ccccc2OC)CC1
 : 10	7	nt	692	-0.32	3.0	-0.15	nt	-0.4%	i	-1.3	1270	-0.78	-0.024	-0.87	14	1.9	1115	9%
#29 Cc1nn(Cc2ccc(Cl)cc2)c(C)c1NC(=O)/C=C/c1cnn(C)c1
 : 11	1	i	678	-0.0073	2.0	-0.4	40	-1.5%	i	2.1	1221	0.57	-0.23	0.33	2.9	1.3	582	5%
#30 Cc1nc(CSc2ccc(Cl)cc2)cc(N2CC(C)OC(C)C2)n1 (stereo unspecified)
 : 1	24	i	683	-0.5	2.2	-0.25	38	-0.6%	i	-3.7	1226	-0.08	-0.18	1.1	5.4	1.3	1118	7%
#31 COCCNc1nc(SCc2ccccc2)nc2sc3c(c12)CCC3
 : -4	nt	i	nt	0.56	2.8	-0.33	23	-0.6%	i	-2.8	1615	0.41	-0.095	-0.85	12	1.6	1411	4%
#32 C[C@H](CO)NC(=O)[C@H](C)[C@H]1C[C@]1(C)[C@H](NC(=O)OCc1ccccc1)c1ccccc1
 : -1	-21	i	692	-0.36	2.2	0.13	14	-2.7%	i	-1.7	907	1.2	-0.21	0.73	11	2.2	566	2%

Full records, quoted from the list. Order of screens: Autophagy HCS cell loss 18 h	Lipid droplet	T cell modulator	Lipid droplet cells 6.5 µM	Dynein cargo inh	MT stabilizer	Dynein cargo inh nuclear GR-EGFP	T cell modulator vesicle-bound %	CSM14.1 death rescue	Autophagy HCS	b-catenin transl	Insulin prom up cell count	Insulin prom up	Dynein cargo inh cytoplasmic EGFP	Dynein cargo inh cell count	MT stabilizer cytotoxicity %	MT stabilizer Hoechst-high %	b-catenin transl cell count 5 µM	Salmonella PhoP GFP
CN(C)C(=S)Nc1cccc(C(F)(F)F)c1 across the screens: nt	11	i	733	-0.58	nt	-0.29	24	nt	nt	-0.1	1306	0	-0.27	0.51	nt	nt	1353	-10%
Cc1sc(NC(=O)c2ccccc2)c(C(=O)c2ccccc2)c1C across the screens: 5	11	i	675	-0.49	2.0	-0.49	24	2.2%	i	-0.6	1299	-0.1	-0.3	0.13	3.5	1.6	915	6%
